Assay outcomes as filed in PubChem BioAssay.
TRb-SRC2 inh – qHTS for Inhibitors of the Interaction of Thyroid Hormone Receptor and Steroid Receptor Coregulator 2; Thyroid hormone receptor beta (Homo sapiens), P10828; Potency, µM (highest dose often 106 µM), for the others: at the top dose activity change, negative = inhibition, most hits filed as inhibitors; TRbeta-SRC2 peptide binding, fluorescence polarization; receptor liganded with 1 µM T3; 0.065% of 280,000 active;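 further: plate controls were bound peptide for no effect and peptide without receptor for full effect; nearly all actives have a fitted effect of over 50% in size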
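Assay buffer: 20 mM Tris-HCl, 100 mM NaCl, 10% glycerol, 1 mM EDTA, 0.01% NP-40, 1 mM DTT, 1 uM T3, 5% DMSO; TRb LBD 0.6 uM, Texas Red SRC2 20 nM; FP after 5 hr.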
Tau ThT inhib – qHTS for Inhibitors of Tau Fibril Formation, Thioflavin T Binding. recombinant tau K18 P301L (four-repeat tau fragment), heparin-induced fibrillization, ThT fluorescence. Microtubule-associated protein tau (Homo sapiens), P10636. 2.1% of 270,000 active. Potency, µM (titrated, usually from 57.4 µM), for the others: top-dose activity, negative = inhibition, hits mostly inhibitors; further: nearly all actives have a fitted effect of over 55% in size
Target sequence (P10636 561-689 P618L limits assumed): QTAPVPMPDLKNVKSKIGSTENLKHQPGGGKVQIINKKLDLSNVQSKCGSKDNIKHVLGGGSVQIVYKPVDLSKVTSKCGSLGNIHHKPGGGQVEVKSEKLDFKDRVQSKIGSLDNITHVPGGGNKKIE
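Recombinant human tau K18 fragment […] carrying P301L, 15 uM unlabeled plus 0.24 uM Alexa 594-labeled, was fibrillized with 20 uM heparin in 100 mM sodium acetate pH 7 for 6 hr at 37 C; 30 uM ThT fluorescence read after 1 hr.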
KDM4E inh – qHTS Assay for Inhibitors of Human Jumonji Domain Containing 2E (JMJD2E). Lysine-specific demethylase 4E (Homo sapiens), B2RXH2. JMJD2E catalytic domain, FDH-coupled NADH fluorescence (FDH is formaldehyde dehydrogenase). Potency, µM (highest dose often 57.1 µM), for inactives: at the top dose activity change, negative = inhibition, usual class: inhibitors. 1.6% of 230,000 active; active means well fitted inhibition curve with a large enough effect, not every such curve was filed as active; inconclusive means small, poorly fitted or top-dose-only effect, or another doubt; inactive means no such curve, though single readings can be large or run the other way;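 further: 0% = wells with enzyme and -100% = buffer wells without enzyme; nearly all actives have a fitted effect of over 50% in size; many of its hits are not listed in these tables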
GoLoco inh red – qHTS Assay for Inhibitors of RGS12 GoLoco Motif Activity (Red Fluorophore); AID 880, 2007; 0.44% of 230,000 active; Potency, µM (series often up to 61.6 µM), for the others: top-dose activity, negative = inhibition, most hits filed as inhibitors; Gai1:RGS12 GoLoco peptide FP, rhodamine, 10 min; Guanine nucleotide-binding protein G(i) subunit alpha-1 (Homo sapiens), P63096; active means well fitted inhibition curve with a large enough effect, not every such curve was filed as active; inactive means no such curve, though single readings can be large or run the other way; further: nearly all actives have a fitted effect of over 30% in size; many of its hits are not listed in these tables
Tau fibril FP – qHTS for Inhibitors of Tau Fibril Formation, Fluorescence Polarization; Microtubule-associated protein tau (Homo sapiens), P10636; K18 P301L tau heparin fibrillization, Alexa594 FP, 6 h; Potency, µM (highest dose often 57.7 µM), without a hit: at the highest dose activity, negative = inhibition, most hits filed as inhibitors; 0.39% of 280,000 active; AID 1468, 2008; further: nearly all actives have a fitted effect of over 55% in size
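K18 P301L tau (15 uM unlabeled/0.24 uM Alexa 594-labeled, final) + compound + heparin 20 uM final; 100 mM NaOAc pH 7; 6 hr 37 C; ThT 30 uM final added, 1 hr RT; FP ex 555/em 632 nm.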
RECQ1 inh – qHTS Assay for Inhibitors of RecQ-Like Dna Helicase 1 (RECQ1); ATP-dependent DNA helicase Q1 (Homo sapiens), P46063; 0.54% of 240,000 active; RECQ1 DNA unwinding, red fluorescence kinetic read; Potency, µM (doses to about 57.3 µM), for the others: at the highest dose activity, negative = inhibition, most hits filed as inhibitors;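 further: plate controls were vehicle for no effect and no enzyme for full effect; nearly all actives have a fitted effect of over 30% in size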
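RECQ1T1 50 nM; forked duplex (20 bp + 30-nt ss tails) 200 nM, ATP 2 mM final; pH 8.0, 2 mM MgCl2, 2.5 ug/ml poly(dI-dC); 15 min compound preincubation; discontinuous kinetic read over 2 h at RT.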
L3MBTL1 block – qHTS Assay for the Inhibitors of L3MBTL1; AlphaScreen L3MBTL1–H3K9me1 peptide binding; Potency, µM (top dose mostly 57.1 µM), for inactives: at the top dose activity, negative = inhibition, hits mostly inhibitors; 0.66% of 230,000 active; AID 485360, 2010; further: nearly all actives have a fitted effect of over 60% in size
Target sequence (Q9Y468 whole entry, looked up): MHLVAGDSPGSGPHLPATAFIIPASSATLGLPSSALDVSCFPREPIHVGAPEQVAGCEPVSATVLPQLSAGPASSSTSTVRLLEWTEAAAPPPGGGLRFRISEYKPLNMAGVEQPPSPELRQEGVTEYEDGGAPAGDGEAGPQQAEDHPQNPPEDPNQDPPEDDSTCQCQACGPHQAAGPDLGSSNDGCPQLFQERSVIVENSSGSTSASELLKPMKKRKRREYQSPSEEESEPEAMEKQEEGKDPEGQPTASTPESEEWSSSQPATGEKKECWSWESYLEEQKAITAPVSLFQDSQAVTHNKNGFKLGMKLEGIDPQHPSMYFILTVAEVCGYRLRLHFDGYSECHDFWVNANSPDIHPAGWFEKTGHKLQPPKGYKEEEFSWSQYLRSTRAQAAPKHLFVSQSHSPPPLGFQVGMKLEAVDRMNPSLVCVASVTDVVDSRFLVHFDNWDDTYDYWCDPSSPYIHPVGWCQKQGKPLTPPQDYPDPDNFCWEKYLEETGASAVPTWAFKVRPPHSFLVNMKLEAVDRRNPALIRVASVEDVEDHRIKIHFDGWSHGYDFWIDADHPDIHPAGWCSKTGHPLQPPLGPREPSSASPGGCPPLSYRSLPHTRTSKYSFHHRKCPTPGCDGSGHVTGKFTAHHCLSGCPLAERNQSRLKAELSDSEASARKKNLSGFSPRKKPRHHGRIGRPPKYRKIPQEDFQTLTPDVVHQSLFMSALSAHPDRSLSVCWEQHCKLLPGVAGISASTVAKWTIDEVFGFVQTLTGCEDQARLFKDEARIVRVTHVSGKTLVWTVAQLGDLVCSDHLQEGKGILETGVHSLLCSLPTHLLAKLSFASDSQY
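Displacement of a biotinylated histone H3(1-15) peptide monomethylated at Lys9 (75 nM) from L3MBTL1 (50 nM) was measured by AlphaScreen after a 30 min room-temperature compound incubation; cefsulodin titration served as intraplate control.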
TexasRed fluor – Total Fluorescence Counterscreen for Inhibitors of the Interaction of Thyroid Hormone Receptor and Steroid Receptor Coregulator 2; TRb/SRC2 Texas Red total fluorescence interference; Potency, µM (highest dose often 106 µM), for the others: at the top dose fluorescence change, negative = quenching; 0.29% of 280,000 active; AID 1479, 2009; active means well fitted curve in either direction with a large enough effect; inconclusive means small, poorly fitted or top-dose-only effect
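Human TRβ ligand-binding domain (0.6 uM) and Texas Red SRC2 peptide (20 nM) in Tris buffer with 1 uM T3 and 5% DMSO were incubated with pinned compound for 5 hr at ambient temperature. Total fluorescence was computed as S + 2P (555/632 nm).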
The depositor's hits bear a star; i = inactive; ? = inconclusive; · = not tested or not shown; & = joins results of further samples; [ ] = another dose, or the depositor's remark. Unless noted, the call rests on the fitted dose curve; in most records, active means well fitted curve in the direction sought with a large enough effect; inconclusive means small, poorly fitted or top-dose-only effect, or another doubt; inactive means no such curve, though single readings can be large; an effect the other way counts as inactive or inconclusive. Unless noted, on the % scale 0 is the no-effect control and ±100 the full control effect; potency means the concentration at half of the fitted maximal effect. A portion of the library; the hit share may differ from the screen's.

SMILES | TRb-SRC2 inh | Tau ThT inhib | KDM4E inh | GoLoco inh red | Tau fibril FP | RECQ1 inh | L3MBTL1 block | TexasRed fluor
COc1ccc(N2C(=O)C(Cl)=C(Nc3ccccc3O)C2=O)cc1 | 4% | 10µM* | -5% | 1% | ? | i | · | -4%
COc1ccccc1C(=O)NNC(=O)c1ccc(NC(=O)C(C)C)cc1 | -2% | -4% | -3% | 9% | -3% | -3% | -1% | -5%
COCCn1c(C)cc(C(=O)COC(=O)c2c(C)nn(Cc3ccccc3)c2C)c1C | -8% | -20% | 3% | · | 10% | -6% | -11% | 1%
O=C1CC(c2ccccc2)n2nc(NC(=O)c3cccs3)nc2N1 (stereo unspecified) | 2% | -4% | 2% | -1% | 0% | i | 5% | 4%
O=C(Nc1nc(-c2cccnc2)cs1)c1cccc([N+](=O)[O-])c1 | 4% | -7% | -2% | 2% | 4% | -1% | 1% | 2%
Cc1occc1-c1n[nH]c(=S)n1CC(C)C | -9% | -3% | -8% | -7% | -2% | i | -25% | -2%
C=CCn1c(SCC(=O)/C(C#N)=C(\C)N)nc2sc(C)c(C)c2c1=O | 4% | -12% | -1% | 4% | -15% | 0% | -10% | -5%
NC(=O)C1=C[C@H](c2ccc(C(F)(F)F)cc2)C[C@H](OCc2ccc(CO)cc2)O1 | 0% | -11% | ? | 1% | -10% | -10% | 12% | 2%
COc1ccc(NC(=O)CCC(=O)Nc2nnc(C(F)(F)F)s2)c(OC)c1 | -1% | -10% | 12% | -2% | 0% | -6% | · | 0%
Cc1ccc(-c2nc3sc4c(c3c(=O)n2N)CCCC4)cc1 | 4% | -9% | ? | 7% | 4% | -16% | · | 0%
Cc1c(CC(=O)O)c(=O)oc2cc3oc4c(c3cc12)CCCC4 | 4% | · | ? | 15% | 4% | -9% | · | -6%
CC(C)(C)OC(=O)NNC(=S)NC1CCCCC1 | -4% | 1% | -2% | 12% | -4% | i | -4%[11.4 µM] | -5%
O=C1/C(=C\c2cccnc2)SC(=S)N1C1CCS(=O)(=O)C1 (stereo unspecified) | 2% | ? | -8% | 9% | -2% | -15% | 7% | 2%
C=CCn1c(SCc2cccc(F)c2)nc2cc(C(=O)N3CCC(C(N)=O)CC3)ccc2c1=O | 0% | -12% | 3% | -1% | 10% | -1% | 7% | -1%
N#Cc1nc(Cc2cccc3ccccc23)oc1NCCN1CCOCC1 | -4% | -10% | -4% | 5% | 1% | i | · | -4%
O=C(NNc1ncnc2sccc12)c1ccc(Cl)cc1 | -6% | · | 3% | 1% | -7% | i | · | -2%
CN(C)Cc1cc(C(C)(C)C)cc(C(C)(C)C)c1O | -1% | -6% | 2% | 4% | -3% | 0% | 2% | -1%
CCN(CCC(=O)Nc1cc(OC)cc(OC)c1)Cc1ccccc1 | 6% | -3% | ? | 8% | 6% | -4% | 6% | -3%
CCN(CC)CCOC(=O)C1(C2CCCCC2)CCCCC1 | -3% | -4%&-7%&-3% | -7% | 18% | 9%&3%&-1% | -12% | -11% | -9%
Cn1c(COc2ccc3ccccc3c2)nnc1SCC(=O)O | -12% | -3% | 3% | -2% | 2% | -3% | -4% | 0%
CCn1cc([N+](=O)[O-])c(C(=O)Nc2ccc(Cn3nc(C)cc3C)cc2)n1 | -5% | -11% | 2% | 6% | 0% | 9% | 6% | 2%
O=C(NCCc1ccccc1Cl)C1CCN(c2nc3ccccc3nc2C(F)(F)F)CC1 | 7% | -8% | · | · | -8% | · | · | -1%
COc1ccc(/C(N)=N/OC(=O)CCCc2ccccc2)cc1 | 1% | -10% | 5% | -13% | -5% | ? | 98%[activator] | 1%
CN(C(=O)COc1ccccc1C(=O)NCCc1ccccc1)c1ccccc1 | 1%[53 µM] | 7% | 0% | 6% | 6% | -12% | 7% | 0%[53 µM]

Another view of part of the listing above.
Structure,TRb-SRC2 inh,Tau ThT inhib,KDM4E inh,GoLoco inh red,Tau fibril FP,RECQ1 inh,L3MBTL1 block,TexasRed fluor
Cc1occc1-c1n[nH]c(=S)n1CC(C)C,-9%,-3%,-8%,-7%,-2%,i,-25%,-2%
C=CCn1c(SCC(=O)/C(C#N)=C(\C)N)nc2sc(C)c(C)c2c1=O,4%,-12%,-1%,4%,-15%,0%,-10%,-5%
NC(=O)C1=C[C@H](c2ccc(C(F)(F)F)cc2)C[C@H](OCc2ccc(CO)cc2)O1,0%,-11%,?,1%,-10%,-10%,12%,2%
COc1ccc(NC(=O)CCC(=O)Nc2nnc(C(F)(F)F)s2)c(OC)c1,-1%,-10%,12%,-2%,0%,-6%,·,0%
Cc1ccc(-c2nc3sc4c(c3c(=O)n2N)CCCC4)cc1,4%,-9%,?,7%,4%,-16%,·,0%

(cont.)
SMILES | TRb-SRC2 inh | Tau ThT inhib | KDM4E inh | GoLoco inh red | Tau fibril FP | RECQ1 inh | L3MBTL1 block | TexasRed fluor
CS(=O)(=O)c1ccc(-c2cn3cc(C(=O)O)ccc3n2)cc1 | -2% | 5% | ? | 3% | 4% | -6% | -2% | -1%
CC1CCN(C(=S)c2ccc([N+](=O)[O-])cc2)CC1 | -3% | ? | 1% | 9% | -9% | -3% | -1% | 1%
CC(=O)N1CC=C2C(C#N)=C(N)C(C#N)(C#N)[C@H](c3ccoc3)[C@H]2C1 | -13% | ? | ? | -7% | ? | 4% | -2% | 5%
COc1ccc(OCC(O)CN2CCN(Cc3ccc4c(c3)OCO4)CC2)cc1 (stereo unspecified) | 4% | -7% | -2% | -5% | 7% | -2% | -3% | -1%
CCN(CC)CCNC(C(=O)Nc1ccc([N+](=O)[O-])cc1Br)c1ccccc1 (stereo unspecified) | 2% | -12% | 9% | 0% | -5% | -11% | -3% | -2%
Cc1cc(NC(=O)C2CCCC2)n(-c2nc3ccccc3[nH]2)n1 | 7% | 10% | 9% | 15% | -3% | -12% | 7% | 0%
O=C(CCS(=O)CCC(=O)NCc1ccccc1)NCc1ccccc1 | 13% | 5% | 1% | -13% | -4% | -10% | 5% | 2%
O=C(CSc1nnnn1C1CCCCC1)N1CCOCC1 | 5% | -2% | -11% | 14% | 0% | i | 6% | 0%
CC1(C)CN=C(N(C(=O)Nc2ccccc2)c2ccccc2F)S1 | -1% | 8% | 1% | 4% | 2% | -5% | 11% | -3%
COc1cc2ccccc2cc1C(=O)Nc1cccc(-c2nc3cc(C)c(C)cc3o2)c1C | 6% | -14% | · | · | -13% | · | · | -1%
Cc1cc(C)n(C(=O)c2cccc(S(=O)(=O)N3CCCC3)c2)n1 | -7% | -6% | 0% | -11% | -4% | -1% | 1% | -10%
O=c1oc2ccccc2n1Cc1ccccc1Cl | 0% | -3% | 2% | 7% | -4% | i | 36%[activator] | -1%

Three compounds from above, reduced to Tau ThT inhib and L3MBTL1 block:
smiles | Tau ThT inhib | L3MBTL1 block
CC(=O)N1CC=C2C(C#N)=C(N)C(C#N)(C#N)[C@H](c3ccoc3)[C@H]2C1 | ? | -2%
COc1ccc(OCC(O)CN2CCN(Cc3ccc4c(c3)OCO4)CC2)cc1 (stereo unspecified) | -7% | -3%
CCN(CC)CCNC(C(=O)Nc1ccc([N+](=O)[O-])cc1Br)c1ccccc1 (stereo unspecified) | -12% | -3%

Random excerpt: two records from the list, in no set order.
SMILES | TRb-SRC2 inh | Tau ThT inhib | KDM4E inh | GoLoco inh red | Tau fibril FP | RECQ1 inh | L3MBTL1 block | TexasRed fluor
N#Cc1nc(Cc2cccc3ccccc23)oc1NCCN1CCOCC1 | -4% | -10% | -4% | 5% | 1% | i | · | -4%
COc1cc2ccccc2cc1C(=O)Nc1cccc(-c2nc3cc(C)c(C)cc3o2)c1C | 6% | -14% | · | · | -13% | · | · | -1%

(more compounds)
SMILES | TRb-SRC2 inh | Tau ThT inhib | KDM4E inh | GoLoco inh red | Tau fibril FP | RECQ1 inh | L3MBTL1 block | TexasRed fluor
COc1ccc(Cc2nc3ccccc3n2Cc2ccccc2F)cc1 | 6% | ? | · | · | -3% | · | · | -2%
CC(C)C1CC(CCN)(Cc2ccccc2)CCO1 (stereo unspecified) | -2% | -6% | 7% | -6% | 3% | -12% | 56%[activator] | -3%
CCC1CO1 (stereo unspecified) | 0% | · | · | 8% | · | -4% | · | 1%
N/C(Cc1cccs1)=N\OC(=O)COc1ccc(Br)cc1Cl | -2% | ? | 6% | 16% | -7% | i | 74%[activator] | 0%
CCOC(=O)c1cnc2c(cnn2C)c1NCCCn1ccnc1 | -3% | -7% | ? | 0% | 0% | i | -1%[11.4 µM] | -4%
COc1ccc(OC)c(NC(=O)C(=O)NCCC2=CCCCC2)c1 | 0% | -9% | -3% | 6% | -5% | i | 13% | 2%
COc1cc2c(cc1NC(=O)/C=C/c1ccccc1)oc1ccccc12 | -4% | -2% | 0% | · | 4% | -11% | 11% | -3%
CC(C)n1cnc2c(N(C)c3cccc(Cl)c3)nc(N(CCO)CCO)nc21 | 2% | 8% | -29% | -5% | 7% | i | · | -2%
CCc1cc2c(NC(C(=O)O)C(C)C)ncnc2s1 (stereo unspecified) | 2% | 0% | -8% | 10% | 4% | -14% | 9% | 0%
COC(=O)CNC(c1ccccc1)c1cc(C)ccc1NC(=O)CNC(=O)OCc1ccccc1 (stereo unspecified) | -5% | -18% | 6% | -5% | ? | 6% | · | -1%
COc1ccc(NC(=O)Cn2c(=O)n(-c3cccc(C)c3)c(=O)c3c2c2cc(C)ccc2n3C)cc1Cl | 2% | -1% | · | · | -12% | · | · | -3%
